Source: PubChem BioAssay
PAD4 FP inh = blocks human protein arginine deiminase 4; Q9UM07; recombinant PAD4, RCA probe fluorescence polarization; inhibition, % at 6.36 µM; actives 0.41% (n = 330,000);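 active means percent inhibition above a cutoff equal to the mean of all tested compounds plus 3 SD, cut at about 15% in these data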;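 further: 0% = PAD4 with RCA probe and DMSO and 100% = probe without PAD4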
Target sequence (Q9UM07 whole entry, looked up): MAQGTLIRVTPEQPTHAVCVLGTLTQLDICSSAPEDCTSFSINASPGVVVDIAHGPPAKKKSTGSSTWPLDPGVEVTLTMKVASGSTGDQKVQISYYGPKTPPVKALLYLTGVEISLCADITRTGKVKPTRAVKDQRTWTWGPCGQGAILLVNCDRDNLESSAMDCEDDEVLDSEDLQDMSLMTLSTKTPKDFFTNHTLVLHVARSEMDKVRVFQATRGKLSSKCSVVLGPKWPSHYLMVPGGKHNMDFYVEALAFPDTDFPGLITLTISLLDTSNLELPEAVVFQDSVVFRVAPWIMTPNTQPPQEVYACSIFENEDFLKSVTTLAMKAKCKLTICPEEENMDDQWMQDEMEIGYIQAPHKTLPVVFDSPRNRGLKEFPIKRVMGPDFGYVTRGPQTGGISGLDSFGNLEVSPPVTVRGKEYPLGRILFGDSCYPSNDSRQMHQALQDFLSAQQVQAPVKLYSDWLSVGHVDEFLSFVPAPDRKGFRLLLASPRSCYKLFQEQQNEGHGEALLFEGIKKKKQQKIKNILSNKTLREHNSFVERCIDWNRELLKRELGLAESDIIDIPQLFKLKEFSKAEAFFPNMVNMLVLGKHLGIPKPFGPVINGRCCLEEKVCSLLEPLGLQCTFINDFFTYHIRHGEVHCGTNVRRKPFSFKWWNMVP
GLD-1 RNA inh = GLD-1-TGE RNA interaction inhibition (C. elegans) | actives 0.44% (n = 320,000) | inhibition, % at 5.96 µM | Q17339 | purified GLD-1 + fluorescein TGE RNA, fluorescence polarization;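 active means percent inhibition above a per-plate cutoff, the plate mean of test compounds plus 3 SD, cut at about 30% in these data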;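 further: 0% = DMSO wells with GLD-1 and probe and 100% = wells lacking GLD-1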
Fam108B counter = counter-screen for RBBP9 inhibitors: inhibitors of mouse Fam108B; recombinant Fam108B, FP-Rh probe fluorescence polarization; inhibition, % at 9.51 µM; actives 0.33% (n = 300,000); AID 1947;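 active means inhibition above the screen mean inhibition plus 3 SD, computed separately per campaign, cut at about 18% in these data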;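 further: inhibitors lower polarization as less probe binds the enzyme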
PME-1 primary = blocks human protein phosphatase methylesterase 1 | inhibition, % at 5.9 µM | recombinant PME-1, FP-Rh probe fluorescence polarization | actives 0.53% (n = 320,000) | Q9Y570;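 active means inhibition above the campaign mean of all compounds plus 3 SD, cut at about 26% in these data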;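 further: competitive labeling of PME-1 active site by serine hydrolase directed probe; 0% = PME-1 with DMSO and 100% = wells lacking PME-1 enzyme; inhibitors block probe labeling so polarization falls and inhibition rises; many of its hits are not listed in these tables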
Target sequence (Q9Y570 whole entry, looked up): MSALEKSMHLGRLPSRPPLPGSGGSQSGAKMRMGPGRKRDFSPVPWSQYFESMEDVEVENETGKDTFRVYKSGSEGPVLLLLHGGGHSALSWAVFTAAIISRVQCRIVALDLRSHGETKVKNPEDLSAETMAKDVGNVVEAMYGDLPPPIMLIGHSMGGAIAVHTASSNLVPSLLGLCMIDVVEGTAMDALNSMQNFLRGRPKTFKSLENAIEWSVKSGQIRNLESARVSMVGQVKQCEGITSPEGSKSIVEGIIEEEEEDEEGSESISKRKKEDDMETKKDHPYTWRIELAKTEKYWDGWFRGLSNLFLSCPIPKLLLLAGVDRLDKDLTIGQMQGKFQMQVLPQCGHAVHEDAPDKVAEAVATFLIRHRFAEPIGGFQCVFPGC
TPT1 inhibitor = inhibitors of Candida albicans tRNA 2'-phosphotransferase TPT1 | recombinant caTPT1, FP RNA substrate dephosphorylation | inhibition, % at 5 µM | actives 0.81% (n = 300,000);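 active means inhibition above the mean of all tested compounds plus 3 SD, set per screening campaign, cut at about 24% in these data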;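 further: plate controls were DMSO alone for no effect and ferristatin control at 100 nM for full effect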
GSTO1 counter = GSTO1 inhibition, counter-screen for RBBP9 inhibitors. recombinant GSTO1, activity-based probe fluorescence polarization. inhibition, % at 5.96 µM. actives 1.1% (n = 300,000). AID 1974;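 active means inhibition above the campaign mean inhibition plus 3 SD, cut at about 35% in these data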;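 further: 0% = GSTO1-1 with DMSO and 100% = wells lacking GSTO1-1 enzyme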
MEX-5 binding = C. elegans MEX-5 TCR-2 RNA binding activity; MEX-5/FITC-TCR2 RNA binding, fluorescence polarization; hits give low values; activity score (negative = inhibition of binding), % at 10 µM; AID 1832; actives 0.38% (n = 300,000);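 active means inhibition past about -25% in most replicates, and total fluorescence under double the plate's negative control median, limit read from the data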;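 further: 0% = DMSO and -100% = 5 µM competing unlabeled TCR2 RNA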
MCL1 BIM primary = inhibitors of human MCL1 binding to BIM-BH3 peptide; Q07820; GST-MCL1 / FITC-Bim-BH3 fluorescence polarization; inhibition, % at 10.9 µM; actives 0.68% (n = 320,000);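 active means inhibition above the mean inhibition of all tested compounds plus 3 SD, set per campaign, cut at about 40% in these data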;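 further: 0% = DMSO wells and 100% = unlabeled Bim-BH3 peptide control; higher means more loss of mP so more displacement of Bim peptide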
BCLXL inh = blocks human Bcl-xL binding to Bim BH3 peptide; Q07817; GST-Bcl-xL / FITC-Bim BH3 peptide fluorescence polarization; inhibition, % at 10.9 µM; actives 0.7% (n = 320,000); AID 2129;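 active means inhibition above the mean of all tested compounds plus 3 SD, cutoff set per campaign, cut at about 30% in these data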;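 further: 0% = DMSO wells and 100% = unlabeled Bim-BH3 peptide competitor; inhibitors lower millipolarization by displacing the labeled peptide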
Active calls of the source: *; nt = no result given. An excerpt; count on the stated rates, not on these rows.

smiles | PAD4 FP inh | GLD-1 RNA inh | Fam108B counter | PME-1 primary | TPT1 inhibitor | GSTO1 counter | MEX-5 binding | MCL1 BIM primary | BCLXL inh
CCN(CC)CCNC(=S)Nc1ccc2nc(N3CCN(C)CC3)cc(C)c2c1 | -2.9 | -1.6 | 0.1 | 2.4 | -1.6 | -1.6 | 3.1 | 12.0 | 3.5
O=c1oc2ccc(Br)cc2cc1S(=O)(=O)c1ccc(F)cc1 | -1.8 | 3.6 | 2.3 | -3.3 | 0.1 | 0.5 | -1.9 | -33.2 | -10.9
CS(=O)(=O)c1ccc(N)cc1 | 1.4 | -9.0 | -1.0 | -4.3 | -0.8 | 7.3 | -0.6 | 1.7 | -1.1
CS(=O)(=O)N(CC(=O)NCC1CCCO1)c1cc(Cl)cc(Cl)c1 (stereo not drawn) | -2.0 | 0.8 | -4.6 | 3.3 | -3.6 | 0.7 | 2.8 | -0.3 | 2.3
CCN(CC)C(=O)CSc1nnc2sc3ccccc3n12 | 1.9 | 6.4 | 1.4 | 0.6 | 0.7 | 6.9 | -1.0 | -12.9 | -10.6
COc1cccc(NC(=O)NCC2CCN(Cc3ccc(F)cc3)CC2)c1 | 1.5 | 3.1 | 1.9 | -3.9 | -2.6 | 2.9 | 0.1 | 0.2 | 3.4
Cc1nonc1CC(=O)NC1CCCc2c1cnn2-c1ccc(F)cc1F (stereo not drawn) | -6.0 | -3.2 | 0.7 | -1.4 | 2.2 | 3.3 | -1.8 | -3.1 | 4.3
CCOC(=O)C(C(=O)OCC)C(Nc1ccccc1)c1ccccc1 (stereo not drawn) | -1.4 | 0.3 | 3.8 | 1.0 | -3.5 | 2.5 | 2.1 | 6.1 | 3.5
CCCCCCOC(=O)C(C#N)c1nc2ccccc2nc1N1CCN(C)CC1 (stereo not drawn) | -4.1 | 11.4 | 1.8 | -0.4 | 11.0 | -1.2 | -4.5 | 17.7 | 15.8
COCc1cc(C)nc(SCc2ccc(F)cc2)c1C#N | 0.9 | -2.7 | 8.2 | 3.1 | -2.5 | -1.3 | -0.5 | 6.2 | 5.7
COc1ccc(-c2nn3c(-c4ccco4)nnc3s2)cc1OC | 5.4 | 4.7 | 0.0 | -2.4 | 1.0 | -14.9 | -1.6 | -1.4 | 10.4
COc1cc(C2CC(=O)N(c3ccc(C)cc3)C(=O)C2)cc(OC)c1OC | -1.8 | -0.9 | 1.7 | 1.5 | -1.0 | 5.9 | 1.1 | 1.1 | 6.2
O=C1COc2ccc(S(=O)(=O)Nc3ccc4c(c3)OCO4)cc2N1 | -0.9 | 0.3 | -0.5 | 1.5 | 0.0 | 25.8 | 1.3 | 1.8 | 4.2
CCOC(=O)c1ccc(NC(=O)N2CCN(Cc3ccccc3)CC2)cc1 | 2.5 | 0.7 | -1.6 | 5.4 | 4.5 | 0.6 | -0.1 | 8.2 | 0.6
CCCn1ncc(CN2CCC(N3CCC(C(=O)N4CCOCC4)CC3)CC2)c1C | -2.9 | 8.8 | 1.9 | 4.3 | 5.0 | 0.0 | 2.5 | -0.8 | -2.1
O=C(NNc1nc(-c2ccc(Cl)cc2)cs1)c1ccco1 | -4.0 | 6.6 | 8.5 | 13.5 | -2.3 | 3.6 | 0.0 | 9.3 | 2.4
COc1cc(CC(=O)OCC(=O)N2CC(=O)Nc3ccccc32)cc(OC)c1OC | 0.0 | 2.7 | 4.3 | -2.4 | -0.5 | 2.9 | 2.3 | 10.9 | 5.3
O=C(NCc1cccs1)c1cnc2ccccn2c1=O | -3.4 | 0.7 | -0.1 | 8.9 | 4.1 | 4.0 | -0.8 | -0.5 | 0.6
CCCNC(=O)C(Cc1ccccc1)NC(=O)c1cccc([N+](=O)[O-])c1 (stereo not drawn) | 1.5 | 0.8 | nt | 3.9 | nt | nt | nt | -4.2 | -2.0
O=C(O)C1C(c2ccccc2)C(C(=O)OCCCO)C1c1ccccc1 (stereo not drawn) | 2.0 | 1.4 | 1.3 | 0.3 | -2.2 | -2.0 | -0.6 | 2.7 | 1.9
CCC12CC3CC(C1)CC(C(=O)O)(C3)C2 | 1.3 | 4.0 | 3.3 | -8.1 | -1.0 | 4.6 | 0.6 | 6.4 | 6.8
CCc1c(C)nc2[nH]nc(-c3ccccc3C)n2c1=O | 0.3 | -6.5 | -1.1 | 3.2 | -1.4 | -15.5 | 0.1 | 4.2 | 7.3
O=C1CCCN1C(=O)CCC(=O)N1CCCC1=O | 2.8 | 3.0 | -4.2 | -1.4 | -6.1 | 3.9 | 1.6 | 4.5 | 7.7
COc1ccc(CNc2nc3ccc(C)cc3s2)c(OC)c1OC | -1.0 | 0.6 | 3.9 | -0.4 | 1.0 | -3.8 | 3.9 | 3.9 | 5.9
CCOC(=O)c1c(C)[nH]c(C)c1C(=O)COC(=O)C1CCCN1S(=O)(=O)c1ccccc1F (stereo not drawn) | -4.4 | -2.7 | -3.9 | 3.6 | 3.9 | 7.6 | 2.9 | -14.2 | -2.4
Cc1cc(C)nc(SCCC(=O)Nc2ccccc2)n1 | 0.3 | 3.4 | -1.5 | -1.3 | -2.3 | -1.7 | -1.2 | 3.3 | 1.9
COc1ccc2oc(C(=O)NNC(=O)c3ccc(F)cc3)c(C)c2c1 | 3.4 | 1.9 | -2.1 | -4.4 | -2.5 | 1.3 | 2.1 | 7.2 | 5.5
COc1ccc2nc(C)cc(NCc3ccc(F)cc3)c2c1 | -27.6 | -64.9 | -0.3 | -9.0 | 68.6* | 3.7 | 13.7 | -71.8 | -25.9
Cc1onc(-c2ccccc2Cl)c1C(=O)Nc1cccc(-c2nc3ncccn3c2C)c1 | 0.8 | 0.3 | -7.1 | 7.4 | 1.1 | 5.2 | 1.3 | 6.3 | 6.7
CCc1ccc(N2C(=O)CC(NNc3nc4ccccc4s3)C2=O)cc1 (stereo not drawn) | -11.7 | 2.2 | -0.6 | 1.1 | 0.4 | 37.6* | -0.5 | 0.1 | -4.1

Carrying on.
smiles | PAD4 FP inh | GLD-1 RNA inh | Fam108B counter | PME-1 primary | TPT1 inhibitor | GSTO1 counter | MEX-5 binding | MCL1 BIM primary | BCLXL inh
NNC(=O)c1ccccc1OCc1ccccc1 | -1.2 | 6.3 | -1.3 | 7.0 | -4.4 | 3.6 | -0.2 | 2.6 | -7.0
COCCn1c(SCC(=O)Nc2ccccc2)nc2c(oc3ccccc32)c1=O | -2.2 | -8.7 | -5.9 | 1.0 | -2.0 | -3.9 | -0.5 | 9.6 | 4.0
CCN(CC(=O)Nc1c(F)cccc1F)C(=O)CNC(=O)c1ccco1 | -3.9 | 9.4 | 2.9 | 2.8 | -1.7 | -1.9 | 0.5 | 6.1 | 4.8
Cc1ccc(C(=O)NNC(=O)c2ccc(NC(=O)C(C)(C)C)cc2)cc1 | -2.8 | 2.3 | -1.5 | -1.1 | -2.0 | 5.5 | 1.0 | 12.2 | 4.6
CC(=O)c1cccc(NC(=O)CSc2nc(=O)n(CCN3CCOCC3)c3c2CCCC3)c1 | 5.9 | -0.6 | -3.8 | 1.8 | 5.4 | -7.4 | 0.6 | -0.2 | 3.5
NCCSc1c(-c2ccccc2)[nH]c2ccccc12 | 3.2 | 8.0 | 4.7 | -1.9 | 4.4 | 5.3 | 0.6 | 4.0 | -1.8
O=C1CS/C(=N\C(=O)N2c3ccccc3Sc3ccccc32)N1 | -6.1 | -9.1 | 3.7 | -7.1 | 5.1 | -9.7 | 6.1 | -5.5 | -6.7
COc1ccc(C(=O)N=C2CCC(C#N)=C3c4cc(OC)c(OC)cc4CCN23)cc1 | -1.1 | -0.3 | -1.3 | -6.0 | -1.3 | 1.7 | -0.8 | 5.2 | -1.7
O=C(NCc1cccnc1)C(=O)Nc1ccc2c(c1)OCO2 | 0.1 | 5.7 | 0.6 | -4.1 | -3.7 | -0.6 | 2.3 | -0.2 | 0.9
NC(=NCCc1ccc(Cl)cc1)NS(=O)(=O)c1ccc(F)cc1 | 2.7 | -0.7 | 2.7 | 5.2 | -1.8 | -7.3 | 0.7 | 4.3 | 2.0
CCCCCCCC(=O)N/N=C/c1ccc(Br)cc1 | 2.4 | 0.0 | -0.6 | -3.5 | -0.3 | 3.9 | nt | 8.6 | 2.0
CC1CN(C(=S)NC(=O)c2ccc(Cl)cc2)CC(C)O1 (stereo not drawn) | -1.1 | 11.0 | 0.6 | 3.7 | -0.5 | 3.5 | -0.1 | 3.1 | -2.5
COC(=O)N=Nc1c(O)[nH]c2ccc(Br)cc12 | -1.1 | -4.2 | 1.9 | 16.7 | 3.5 | -6.0 | 0.8 | 0.0 | 3.6
COc1ccc(-c2nc(CS(=O)(=O)CC(=O)NCCc3cc(OC)ccc3OC)c(C)o2)cc1 | -2.2 | 3.8 | 3.7 | 4.8 | 0.1 | -1.6 | -1.4 | 5.4 | 3.0
O=C(COC(=O)CNC(=O)c1ccc(Cl)cc1Cl)NCc1ccco1 | 1.3 | 3.1 | 4.6 | 1.9 | 0.1 | 2.2 | 1.2 | 0.3 | 0.2
N#CC(C#N)=C1C=CC=CN1/C(=C\c1ccco1)C(=O)c1ccccc1 | -0.8 | -0.2 | 5.1 | 3.8 | 16.7 | 20.1 | nt | 0.1 | 0.0
COc1ccc(C(=O)Oc2cc(C)[nH]c(=O)c2[N+](=O)[O-])cc1 | -0.8 | -1.1 | -0.1 | -7.3 | -3.8 | 6.5 | -1.4 | -3.1 | -0.8
COc1ccc2c(c1)CC/C2=N\OC(=O)c1ccccc1C | -1.3 | 2.7 | 0.2 | -7.8 | -1.1 | -1.8 | -0.4 | -3.2 | 9.4
COc1cccc(NC(=O)Cn2c3ccc(F)cc3c3nc4n(c(=O)c32)CCS4)c1 | -5.7 | 0.5 | -10.4 | -7.1 | -2.7 | -5.6 | 0.8 | -0.3 | 5.6
O=C1Nc2ccccc2N(O)N1c1ccc(Cl)cc1 | -1.2 | 7.3 | 0.0 | -0.8 | 0.3 | 3.6 | 0.3 | 4.7 | 0.1
CS(=O)(=O)c1ccc2nc(NC(=O)Oc3ccccc3)sc2c1 | 1.6 | -4.8 | 0.1 | 2.0 | -1.3 | -2.3 | -2.6 | 0.1 | -3.8
CCOc1ccc(S(=O)(=O)N2CCOCC2)cc1NC(=O)C1CCC1 | -1.8 | -2.9 | -2.2 | 4.1 | -2.2 | 0.2 | 3.8 | -1.9 | 2.7
c1ccc2c(-c3nc(C4CCCCC4)no3)cc(-c3ccncc3)nc2c1 | -3.2 | 2.4 | -7.8 | 0.1 | -0.1 | 0.2 | -1.2 | 10.0 | 4.0
CCOC(=O)C1=C(C)NC(=O)NC1C(C)C (stereo not drawn) | 10.5 | 0.5 | -0.1 | -4.4 | 2.3 | -2.4 | -2.6 | -7.3 | 1.6
Cc1nc(N(C)C)c2sc(=S)n(C)c2n1 | 1.5 | 3.1 | 2.8 | 4.3 | 0.8 | -1.1 | -0.1 | 7.8 | 3.2
Cc1noc(C)c1CSCC(=O)Nc1ccc(S(C)(=O)=O)cc1 | 3.6 | -5.2 | nt | -3.2 | nt | nt | nt | 4.6 | 3.4
